# sEH activator = soluble epoxide hydrolase (human) activation; P34913; purified human sEH enzymatic activity, activator screen; activation, % at 2 µM; hit rate 0.04% among 91,000; AID 717; in the data active = activation above about 37%; note: values of inactives mirror those of a sister screen read the other way
# Target sequence (P34913 whole entry, looked up): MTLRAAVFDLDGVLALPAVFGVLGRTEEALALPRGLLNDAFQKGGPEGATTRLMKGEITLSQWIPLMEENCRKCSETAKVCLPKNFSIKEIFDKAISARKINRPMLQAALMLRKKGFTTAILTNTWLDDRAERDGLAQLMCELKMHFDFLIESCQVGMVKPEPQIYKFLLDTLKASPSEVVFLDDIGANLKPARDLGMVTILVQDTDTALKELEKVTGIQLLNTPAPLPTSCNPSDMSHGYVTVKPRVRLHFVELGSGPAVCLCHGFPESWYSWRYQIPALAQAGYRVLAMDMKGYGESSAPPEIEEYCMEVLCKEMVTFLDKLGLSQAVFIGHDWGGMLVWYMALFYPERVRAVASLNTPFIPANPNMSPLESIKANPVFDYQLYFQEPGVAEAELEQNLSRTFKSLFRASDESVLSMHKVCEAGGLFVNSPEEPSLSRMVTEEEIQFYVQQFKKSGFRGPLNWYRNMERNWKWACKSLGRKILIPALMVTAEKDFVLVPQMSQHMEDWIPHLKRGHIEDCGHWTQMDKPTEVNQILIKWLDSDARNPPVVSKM
# sEH inhibitor = inhibitors of human soluble epoxide hydrolase; recombinant human sEH enzymatic activity assay; P34913; inhibition, % at 2 µM; hit rate 0.34% among 91,000; AID 707; in the data active = inhibition above about 80%; note: values of inactives mirror those of a sister screen read the other way; many of its hits are not listed in these tables
# Starred values were filed as active, the others as inactive.
molecule	sEH activator	sEH inhibitor
CCOc1c2ccc(C(=O)NCCc3ccc(C)cc3)cc2nn1CC	-1	2
CCNC(=S)NNC(=O)c1cc(-c2ccccc2C)nc2ccccc12	-6	7
O=C(Nc1ccccc1Sc1ccccc1)c1ccccc1F	15	-18
Cc1ccccc1NC(=S)NCCc1ccccn1	8	-9
COc1ccc(Oc2ccccc2C=O)cc1	9	-10
Cc1ccc(-c2cc(-c3ccccc3)nc(N/N=C/c3cccnc3)n2)cc1	12	-9
CC(=O)Nc1ccccc1C(=O)C(=O)O	3	-2
C=CCOc1c2ccc(C(=O)NCc3ccc(OC)cc3)cc2nn1C	-17	15
CCc1nnc(NC(=O)CSc2ncnc3scc(-c4ccc(C)cc4)c23)s1	9	-7
O=C(O)c1ccccc1C(=O)Nc1nccs1	-10	10
O=[N+]([O-])c1cccc(-c2nnn(C34CC5CC(CC(C5)C3)C4)n2)c1	-18	21
COc1ccc(NC(=O)CSC2=C(C#N)C(c3ccco3)C(C(=O)Nc3nc4ccccc4s3)=C(C)N2)cc1 (stereo not given)	12	-9
Cc1ccsc1/C=N/N1CCN(C2c3ccccc3-c3ccccc32)CC1	-20	23
Cc1cnn(CCC(=O)NNC(=S)Nc2ccc(F)cc2)c1	0	0
O=C(Nc1ccsc1C(=O)N1CCCCCC1)c1ccccc1	8	-9
C=CCNC(=S)NNc1ncnc2sc3c(c12)CC(C)(C)OC3	-6	8
C=CCc1ccc(OCCOCCOc2ccc(C)cc2[N+](=O)[O-])c(OC)c1	-11	13
NNC(=O)c1cccc(COc2cccc(Br)c2)c1	-81	82*
CCc1ccccc1NC(=O)C1C(c2ccccc2)C1(Cl)Cl (stereo not given)	-4	2
O=C1C2C3C=CC(C3)C2C(=O)N1/N=C/c1cn(Cc2ccccc2)c2ccccc12 (stereo not given)	4	-6
Nc1cc(=O)nc(SCC(=O)N(C2CCCCC2)C2CCCCC2)n1-c1ccccc1	-9	12
C=CCN(CC=C)C(=S)NC(=O)c1ccc(OC)c(Br)c1	16	-19
CCOC(=O)CNC(c1ccccc1)c1cc(Br)ccc1NC(=O)OCC (stereo not given)	5	-2
Cc1ccc(NC(=O)CCC(=O)OC(C(=O)c2ccc(C)c(C)c2)c2ccccc2)c(C)c1 (stereo not given)	11	-10
Cc1nnc(-c2cnn(-c3ccccc3)c2N)n1Cc1ccc(F)cc1	1	-2
CCCCCNC1=CC(=O)CC(c2ccccc2)C1 (stereo not given)	13	-14
CC(C)(C)CC(=O)NC(=S)Nc1ccccc1C(F)(F)F	11	-9
O=C(c1ccc(CN2CCc3ccccc3C2)cc1)N1CCN(c2ccc(F)cc2)CC1	-4	3
COc1ccc(NC(=O)CN(C)S(=O)(=O)c2ccccc2)c([N+](=O)[O-])c1	23	-21
Cc1ccc(S(=O)(=O)N/N=C\c2cn(-c3ccccc3)nc2-c2ccccc2)cc1	-6	6
O=C(CNC(=O)c1cccs1)NCC(=O)OCc1ccc(Cl)cc1Cl	-7	10
Cc1onc(-c2ccccc2)c1C(=O)Nc1sc2c(c1C#N)CCC(C)C2 (stereo not given)	0	0
CCCNC(=O)NS(=O)(=O)c1cnccc1Sc1ccc(Cl)c(Cl)c1	2	-1
CC(C)NC(=O)CC1Nc2c3ccccc3nc(=S)n2C1=O (stereo not given)	-9	6
O=C(CC(=O)NN=C1CCCC1)NCCc1ccccc1	8	-8
O=C1C2CCCN2c2ccc(S(=O)(=O)N3CCOCC3)cc2N1Cc1ccccc1F (stereo not given)	-15	16
O=C(CCC(=O)c1ccc(F)cc1)Nc1cc(Cl)cc(Cl)c1	-2	3
COc1ccc(NC(=O)Cn2c(=O)n(CC(=O)NCc3ccco3)c(=O)c3ccccc32)cc1	-9	9
COc1ccc(CCNC(=O)CNS(=O)(=O)c2ccc(Br)s2)cc1OC	-5	2
Cc1ccc(NC(=O)Nc2nc(-c3ccc(C)s3)cs2)cc1	3	-2
COc1ccc(Oc2nccc(-c3ccccc3)c2C#N)cc1	10	-9
O=C(c1ccccc1)N1CCN(c2ncnc3c2cnn3-c2ccccc2)CC1	-2	5
NC(=O)C1(NC(=O)[C@@H]2CC3(CC(c4cccc(NC(=O)c5cc([N+](=O)[O-])cc([N+](=O)[O-])c5)c4)=NO3)CN2C(=O)c2ccccc2)CC1 (stereo not given in full)	16	-9
O=C(CCC(=O)c1ccc(Cl)cc1)OCC(=O)c1ccccc1	4	0
CNC(=S)N1CCN(c2ccc([N+](=O)[O-])cc2)CC1	-2	3
Cc1ccnc(NC(=S)NC(=O)c2ccco2)c1	3	0
CN(C)c1ccc(/C=N/NC(=O)c2ccc(Cl)cc2)cc1	-4	7
COc1ccc(C(=O)C(CCCCC(CN(C)C)C(=O)c2ccc(OC)cc2)CN(C)C)cc1 (stereo not given)	16	-13
CCCCNC(=O)NS(=O)(=O)c1cnccc1Sc1ccc(Cl)cc1	-1	1
Cc1ccc(OCC(=O)NNC(=O)CCC(=O)NCc2ccccc2)cc1	12	-15
Cc1nc(-c2ccccc2)sc1C(=O)/C=C/c1ccc(Cl)cc1	5	1
CCOc1ccc(NC(=O)c2cccs2)c([N+](=O)[O-])c1	-1	3
CCOC(=O)c1cc(-c2ccc(/C=C3/C(=O)NC(=O)C(C#N)=C3C)o2)ccc1Cl	-4	4
N#Cc1cc(C#N)c(N2CCN(c3ccccn3)CC2)nc1N	5	-4
C=CCN=C1CC(C)(C)CC(=O)/C1=C(\O)c1ccccc1	-4	4
Cc1cc(C)c(S(=O)(=O)c2c(C)cccc2C)c(Cl)n1	-6	8

# Additional structures
molecule	sEH activator	sEH inhibitor
COC(Cc1n[nH]c(=S)n1-c1ccc(Cl)cc1)OC	-5	8
Cc1ccc(CNC(=O)Cn2cncn2)cc1	12	-5
Cc1oc(=O)c(NC(=O)c2cccc(Cl)c2)cc1C(=O)c1ccccc1	-14	17
C=CCn1cc(/C=N\NC(=O)c2cc3c(ccc4ccccc43)o2)c2ccccc21	28	-32
COc1ccccc1NC(=O)C(=O)N1N=C(C(C)C)CC1(O)C(F)(F)F (stereo not given)	-1	3
Cc1cccc(NC(=O)C2C(c3ccccc3)C2(Cl)Cl)c1C (stereo not given)	7	-5
CCn1nc2cc(C(=O)NCC34CC5CC(CC(C5)C3)C4)ccc2c1OC	0	2
Cc1c(N2C(=O)/C(=C3/C(=O)N(C)c4ccccc43)SC2=S)c(=O)n(-c2ccccc2)n1C	2	-1
CCc1c(C)nc(SCC(=O)Nc2c(C)n(C)n(-c3ccccc3)c2=O)[nH]c1=O	9	-6
Cc1ccc(C(C(=O)NC2CCCCC2)N(C(=O)Cc2c[nH]c3ccccc23)c2ccccc2)o1 (stereo not given)	7	-5
Cn1cccc1C(=O)C(=O)Nc1ccc(Cl)cc1	12	-5
COc1ccc(N2CCN(C(=O)CSc3ncnc4scc(-c5ccc(C)cc5)c34)CC2)cc1	-8	11
CC1=NN(c2ccc(Br)cc2)C(=O)/C1=C/c1cccs1	0	4
COc1ccc(SCc2noc(C(=O)NCC3CCCO3)c2C(=O)O)cc1 (stereo not given)	4	2
CCOc1ccc(N2CC(C(=O)OCC(=O)NCc3ccccc3)CC2=O)cc1 (stereo not given)	-4	7
CCCn1c(=O)c(F)cn(Cc2ccc(OC)c([N+](=O)[O-])c2)c1=O	4	-1
COC(=O)c1sccc1-c1ccc(/C=N/OC(=O)c2ccccc2)o1	5	-8
CCOCC(=O)Nc1cc(C(=O)Nc2ccccc2)ccc1Cl	-1	2
COC(=O)/C=C/CSC1=N/C(=C/c2ccc(-n3cncn3)cc2)C(=O)N1	7	-4
Cc1ccc(C(=O)Nc2ccc3nccnc3c2)cc1	-1	4
O=C(NCCc1ccccn1)c1cc(C(=O)C2CCCCC2)c[nH]1	9	-6
Cc1cc([N+](=O)[O-])nn1CC(=O)NNC(=S)Nc1ccc(F)cc1	-8	8
Cc1cc2ccccc2nc1SCC(=O)Nc1nc(-c2ccccc2)cs1	4	-3
NNc1nc(-c2ccccc2)cc(-c2ccccc2O)n1	1	-4
Cc1ccccc1C(=O)/C=C1/c2ccccc2CC(C)(C)N1C	-2	5
CCCN1C(=O)/C(=C/c2ccc(N3CCCC3)c(C)c2)NC1=S	-5	4
O=C(C1CCN(S(=O)(=O)c2cnc[nH]2)CC1)N1CCn2c1nc1ccccc12	10	-13
CCOc1ccc(N2CC(=O)N(c3ccc(OCC)cc3)CC2=O)cc1	0	3
COc1cc(C(=S)N2CCCC2)ccc1OC(=O)c1ccc(Cl)cc1[N+](=O)[O-]	4	-4
Cc1ccc(C(=O)O/N=C\c2ccc(N3CCCCC3)c([N+](=O)[O-])c2)cc1	7	-6
C/C(=N/NC(=O)c1cccs1)c1cccc(NC(=O)C2CC2)c1	0	2
CSc1cccc(NC(=O)/C=C/c2ccccc2)c1	-18	16
O=c1[nH]n(-c2ccc(F)cc2)c2ncccc12	-3	6
Cc1ccc(NC(=O)/C(=C\c2ccc3c(c2)OCO3)NC(=O)c2ccco2)cc1	-7	10
CCC(NC(=O)C1(C)CC1(Br)Br)c1ccc(C)cc1 (stereo not given)	0	5
Fc1ccccc1/C=C1\CCCC2=C1Nc1nnnn1C2c1ccccc1F (stereo not given)	7	-6
CCOC(=O)c1c(-c2ccccc2)nc2ccc(Cl)cn12	1	-4
COCCCn1c(SCc2cccc(OC)c2)nc2cc(OC)c(OC)cc2c1=N	-5	8
CCCCCCNc1c([N+](=O)[O-])cc(C)cc1[N+](=O)[O-]	-5	3
CCn1ncc(C(=O)Nc2cc(C)on2)c1C	0	1

# Individual results from the list.
# Result for CCOC(=O)c1c(-c2ccccc2)nc2ccc(Cl)cn12 under sEH inhibitor: -4
# Result for COCCCn1c(SCc2cccc(OC)c2)nc2cc(OC)c(OC)cc2c1=N under sEH inhibitor: 8
# Result for CCC(NC(=O)C1(C)CC1(Br)Br)c1ccc(C)cc1 (stereo not given) under sEH activator: 0
# Result for Fc1ccccc1/C=C1\CCCC2=C1Nc1nnnn1C2c1ccccc1F (stereo not given) under sEH activator: 7

# Remaining list, next part.
molecule	sEH activator	sEH inhibitor
COc1cc(OC)c(OC)cc1C=NCC1(c2ccccc2)CCCC1	21	-20
CC(C)(C)CNc1cc(N2CCCC2)ccc1[N+](=O)[O-]	2	2
Cc1c(C(c2cccc([N+](=O)[O-])c2O)c2c(C)n(C)n(-c3ccccc3)c2=O)c(=O)n(-c2ccccc2)n1C	-3	1
CC1(C)C2([N+](=O)[O-])CN3CC1([N+](=O)[O-])CN(C2)C31CCCC1	-5	7
CCCCC(=O)Nc1ccc(C(=O)NNC(=O)CCc2ccccc2)cc1	-7	8
FC(F)(F)c1nc(N2CCCC2)ncc1-c1nnnn1-c1ccccc1	-5	5
Cc1[nH]n(-c2ccccc2)c(=O)c1CCOC(=O)c1cccc(C(F)(F)F)c1	-17	18
Cc1c(NC(=O)OCCNC(=O)COc2c(Cl)cccc2Cl)sc(=S)n1C	2	-2

# Four of the compounds above, with each value named:
> FC(F)(F)c1nc(N2CCCC2)ncc1-c1nnnn1-c1ccccc1
  sEH activator = -5 | sEH inhibitor = 5

> CC(C)(C)CNc1cc(N2CCCC2)ccc1[N+](=O)[O-]
  sEH activator = 2 | sEH inhibitor = 2

> COc1cc(OC)c(OC)cc1C=NCC1(c2ccccc2)CCCC1
  sEH activator = 21 | sEH inhibitor = -20

> CC1(C)C2([N+](=O)[O-])CN3CC1([N+](=O)[O-])CN(C2)C31CCCC1
  sEH activator = -5 | sEH inhibitor = 7

# Next part
molecule	sEH activator	sEH inhibitor
Cc1ccc2c(Cl)c(C(=O)NCC3CCCO3)sc2c1 (stereo not given)	5	-3
O=C(NNc1cccc(Cl)n1)Nc1ccccc1	2	1
Clc1ccc(-n2nnnc2CN2CCOCC2)cc1	6	-3
COc1c(Cl)cc(C(=O)Nc2ccccc2C(=O)O)cc1Cl	-2	5
CCOc1ccc(N2C(=O)CS/C2=N/NC(=O)COc2ccc3ccccc3c2)cc1	-7	6
CCOC(=O)c1c(-c2ccc(-c3ccccc3)cc2)csc1NC(=O)C1C2CCC(O2)C1C(=O)O (stereo not given)	9	-9
CC(=O)Nc1ccc(S(=O)(=O)NC2(C(F)(F)F)NC(=O)N(c3ccc(Cl)cc3)C2=O)cc1 (stereo not given)	9	-6
Cc1cc(C)nc(NC(=O)C(c2ccccc2)c2ccccc2)n1	11	-11
O=C(c1ccc(Cl)cc1)N1CCN(C(=O)c2ccco2)CC1	-7	7
O=C(O)c1ccccc1NC(=S)NC(NC(=O)c1ccccc1[N+](=O)[O-])C(Cl)(Cl)Cl (stereo not given)	-9	7
Cc1ccc(-c2nnc(Nc3ccc(CC(N)=O)cc3)c3ccccc23)cc1	-11	10
COc1ccc(C2CC(C(F)(F)F)n3ncc(C(=O)Nc4cccc(O)c4)c3N2)cc1OC (stereo not given)	1	0
Cc1ccc2nc(SCC(=O)NCc3cccs3)c(C#N)cc2c1	-6	7
Cc1cc(C)c([N+](=O)[O-])cc1-c1ccc(/C=N/c2c(-c3ccco3)nc3ccccn23)o1	9	-11
CC1(C)CC(CC(=O)Nc2ccc([N+](=O)[O-])cc2)C(=O)O1 (stereo not given)	-14	13
O=C(N/N=C\c1ccc(-c2ccc(Cl)c(Cl)c2)o1)C(=O)N1CCCC1	-10	12
CCn1c(SCC(=O)OC)nc2sc3c(c2c1=O)CCC3	-3	3
CC(C)Cn1c(-c2csc3c2CCCC3)n[nH]c1=S	-10	15
CCN=C(Nc1ccc(Cl)cc1)c1cccnc1	-8	6
O=C(/C(=C/c1ccc(Cl)cc1)c1nc2ccccc2[nH]1)c1ccccc1	2	1
CSC(=CC(=O)c1ccccc1)SC	-9	10
C=CCn1c(SCC(=O)c2ccc(Cl)s2)nc2ccccc2c1=O	6	-8

# High-throughput results from PubChem.

# The list is partial; the hit share may differ from the screen's.
